Assay outcomes as filed in PubChem.
BoNT F protease – inhibitors of Botulinum neurotoxin F light chain protease; 0.22% of 360,000 active; Multiplex microsphere protease cleavage assay, flow cytometry; AID 588497; inhibition, % at 10 µM; in the data active means inhibition above about 35%, passing the limit was not always enough; inconclusive means no clear call, values can overlap the other calls; further: plate controls were buffer without enzyme for full effect and enzyme alone for no effect
PrPC surface inh – cell surface PrPC inhibition, primary TR-FRET screen; P04156; TR-FRET read-out; inhibition, % at 13.8 µM; 0.43% of 370,000 active; in the data active means inhibition above about 24%; further: 0% = median of the test wells and 100% = reference compound wells
BoNT A protease – BoNT A light chain protease inhibition. multiplex microsphere protease substrate cleavage, flow cytometry. inhibition, % at 10 µM. 0.17% of 360,000 active; further: plate controls were buffer without enzyme for full effect and enzyme alone for no effect
Anthrax LF inh2 – blocks Bacillus anthracis lethal factor protease; AID 588501; multiplex microsphere protease cleavage assay, LF; 0.12% of 360,000 active; inhibition, % at 10 µM; further: plate controls were buffer without enzyme for full effect and enzyme alone for no effect
Y pestis TopoI – Y. pestis Topo-I inhibition via cleavage products; Y. pestis Topo-I cleavage product accumulation, plate reader; activity, % at 10 µM; 0.064% of 360,000 active; AID 504884; in the data active means activity above about 50%, passing the limit was not always enough; inconclusive means no clear call, values can overlap the other calls; further: inactives centre near 2
TcdB GH inh – blocks C. difficile toxin B glycohydrolase activity; P18177; TcdB glycohydrolase enzymatic assay, plate reader; inhibition, % at 9.99 µM; 0.24% of 350,000 active; in the data active means inhibition above about 10%
FadD28 FP inh – M. tuberculosis FadD28 bisubstrate binding inhibition. FadD28 bisubstrate probe binding, fluorescence polarization. inhibition, % at 12.5 µM. 0.22% of 360,000 active; in the data active means inhibition above about 8.5%, passing the limit was not always enough; inconclusive means no clear call, values can overlap the other calls
PfHsp40 yeast – rescue of PfHsp40-mediated yeast toxicity | S. cerevisiae expressing PfHsp40, growth rescue, ATP luminescence | growth rescue, % at 12.5 µM | 0.68% of 340,000 active | AID 504582; in the data active means growth rescue above about 28%, passing the limit was not always enough; inconclusive means no clear call, values can overlap the other calls;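 further: yeast W303a lacking pdr1 and pdr3 grown in galactose medium; growth measured after three days at 30 °C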
CCHFV vOTU inh – blocks the CCHF virus ovarian tumor domain protease | inhibition, % at 11.5 µM | CCHFV vOTU protease, Pep-AMC fluorescence | 0.55% of 370,000 active | AID 651958; in the data active means inhibition above about 30%; further: 0% = vehicle wells with enzyme and 100% = no enzyme wells
* marks the source's active call; other numbers are inactive results; u = inconclusive; x = not tested or not shown. Unless noted, no stated cut-off is given here; in the data, active means inhibition above about 30%; inconclusive means no clear call, values can overlap the other calls; inactive means below that.

SMILES	BoNT F protease	PrPC surface inh	BoNT A protease	Anthrax LF inh2	Y pestis TopoI	TcdB GH inh	FadD28 FP inh	PfHsp40 yeast	CCHFV vOTU inh
CCCc1cc(=O)oc2cc(OCC(=O)NCC(O)c3ccccc3)ccc12 (configuration not stated)	2	3	-0.4	0	-6	-3.8	0.7	-1.2	5
CCCNS(=O)(=O)c1cc(Br)cc2c1N(C(=O)CC)CC2	0	-6	0.0	1	3	x	0.7	1.5	-13
Cc1ccc[n+](CC(=O)Nc2cc(C(F)(F)F)ccc2N2CCOCC2)c1	1	1	0.0	-3	1	0.3	-4.2	-0.1	-16
Cc1cccc(CC(=O)NCC(=O)NCc2cc(=O)n(C)c(=O)n2C)c1	-4	-7	-0.3	-4	-6	-0.5	-3.7	-2.1	25
NNc1nc(-c2ccccc2Cl)nc2sc3c(c12)CCCC3	-22	-3	0.5	-6	2	x	-2.5	0.3	-3
O=C(c1cccc(N2C(=O)C3C4C=CC(C4)C3C2=O)c1)N1CCN(c2ccc(F)cc2)CC1 (configuration not stated)	6	12	2.8	-1	12	-7.7	-2.4	0.6	-2
O=C(Nc1nccs1)c1cccc(S(=O)(=O)N2CCCCC2)c1	0	-5	-0.3	-2	2	x	-1.3	0.4	-3
O=C(NCCN1CCOCC1)c1ccc(Cl)cc1[N+](=O)[O-]	-3	-16	-0.1	-1	1	x	-3.8	0.9	-14
Cc1cnc(C2OCCO2)c2cccc([N+](=O)[O-])c12	-5	-22	-0.1	1	6	-1.1	-1.1	x	4
CCO[C@@H]1OC(C(=O)NCc2ccccc2)=C[C@H](C2CC2)[C@H]1CCCO	-3	5	-1.0	-3	-10	0.9	0.0	-0.3	-1
Cn1cc(CN2CCCCC2c2ccccn2)c(-c2ccc3c(c2)OCCO3)n1 (configuration not stated)	-4	-3	0.1	1	-3	1.0	-2.6	0.0	-6
Cn1c(=O)n(C)c2cc(NC(=O)COc3ccccc3)ccc21	u	-5	-1.4	3	6	1.2	-0.4	-0.9	4
O=C(NCc1cc(Cl)cc(Cl)c1)c1csc(COCCO)n1	5	10	0.3	-5	-3	-5.8	-4.6	x	10
CC1=CS/C(=C(/C#N)C(=O)NCc2ccco2)N1c1ccccc1	-3	3	-0.1	-8	-1	0.3	-0.7	-1.1	11
O=C1CC(c2ccco2)CC(O)=C1C=Nc1cc(Cl)ccc1Cl (configuration not stated)	3	-4	1.7	1	-3	x	-2.8	0.5	-24
COc1ccc(-c2cc3nc(NCCCN(C)C)n(C)c(=O)c3s2)c(C)c1	-7	-4	-0.5	2	-8	2.2	-11	x	1
CCc1ccc(-c2nc(CCl)cs2)cc1	-2	2	-0.6	-2	2	-0.3	-3.9	0.1	-1
CCOC(=O)c1c(C)[nH]c(C)c1C(=O)CSc1nc(N)cc(N)n1	12	-3	-0.4	1	-11	x	-0.8	1.1	6
CCOC(=O)C1=CN(Cc2ccc(Br)cc2)S(=O)(=O)N(C)C1C (configuration not stated)	-2	4	0.2	2	35	2.3	-0.1	-0.2	21
COCC(C)n1c(C)cc(C(=O)COc2ccc(N(C)S(=O)(=O)c3ccc(NC(C)=O)cc3)cc2)c1C (configuration not stated)	9	-2	0.1	3	4	-1.2	-4.6	1.3	2
CCOc1ccc(CCNC(=O)C2CC(=O)N(CCc3ccccc3)C2)cc1OCC (configuration not stated)	2	19	1.7	4	0	1.2	0.9	0.3	-11
CCOc1ccc(C(=O)NCC(=O)NCC2CCCCC2)cc1OCC	-5	6	2.2	10	4	0.2	0.0	1.1	7
COc1ccc(CCNC(=O)CSc2ccsc2[N+](=O)[O-])c(OC)c1	1	-24	1.5	3	-5	0.0	-2.6	-0.3	9
CCOc1cc2c(cc1OCC)C(c1ccc(C(=O)O)cc1)NCC2 (configuration not stated)	34	3	-0.5	-10	-9	1.3	0.6	0.2	8

Rewritten with each value named: two of the compounds above
CCOc1ccc(CCNC(=O)C2CC(=O)N(CCc3ccccc3)C2)cc1OCC (configuration not stated)
- BoNT F protease = 2
- PrPC surface inh = 19
- BoNT A protease = 1.7
- Anthrax LF inh2 = 4
- Y pestis TopoI = 0
- TcdB GH inh = 1.2
- FadD28 FP inh = 0.9
- PfHsp40 yeast = 0.3
- CCHFV vOTU inh = -11

CCc1ccc(-c2nc(CCl)cs2)cc1
- BoNT F protease = -2
- PrPC surface inh = 2
- BoNT A protease = -0.6
- Anthrax LF inh2 = -2
- Y pestis TopoI = 2
- TcdB GH inh = -0.3
- FadD28 FP inh = -3.9
- PfHsp40 yeast = 0.1
- CCHFV vOTU inh = -1

Carrying on:
SMILES	BoNT F protease	PrPC surface inh	BoNT A protease	Anthrax LF inh2	Y pestis TopoI	TcdB GH inh	FadD28 FP inh	PfHsp40 yeast	CCHFV vOTU inh
COc1ccc(-c2noc(-c3ccccc3C(=O)Nc3cccc(OC)c3)n2)cc1	u	-1	0.5	-1	4	x	-1.4	2.1	6
O=C(CN1C(=O)c2ccccc2S1(=O)=O)c1ccc(Cl)cc1Cl	14	1	2.9	0	-5	0.2	-1.3	0.4	4
CC(C)Cn1c(N)c(C(=O)COC(=O)CN2C(=O)C3CC=CCC3C2=O)c(=O)n(C)c1=O (configuration not stated)	-3	14	-0.4	-8	-7	1.7	-0.6	0.4	2
Cc1cccc(C)c1N1C(=O)[C@@H]2C(c3ccccc3Cl)=NO[C@@H]2C1=O	8	-4	-0.1	-2	-2	0.7	-2.7	1.4	-4
O=C1NCN(c2ccccc2)C12CCN(C(c1ccccc1)c1nnnn1-c1ccc3c(c1)OCCO3)CC2 (configuration not stated)	-5	2	1.1	-2	x	-0.5	-1.2	x	6
CCC1S/C(=N/N=C/c2cccs2)NC1=O (configuration not stated)	6	-4	0.3	0	0	x	0.1	-1.2	18
Cc1cc(OCC(=O)NNC(=O)c2cccs2)ccc1Br	19	2	4.3	21	5	2.4	-1.8	0.6	11
O=C(c1ccc2c(c1)OCCO2)N1CCN(S(=O)(=O)c2c(F)cccc2F)CC1	-5	-8	-0.7	-5	2	-1.3	-1.6	0.1	-5
COc1ccc(/C=C(\C#N)C(=O)NCC2CCCO2)cc1OC (configuration not stated)	9	-5	2.0	-4	2	x	-0.2	-0.1	11
COc1ccc(S(=O)(=O)N2CCCC(C(=O)N3CCCC3)C2)cc1OC (configuration not stated)	19	-2	2.9	4	6	0.5	2.3	0.2	-9
CCOc1ccc(-c2[nH]ncc2-c2ccc(OC)c(OC)c2)c(O)c1	-3	7	-0.2	-4	4	x	-1.1	1.3	8
CC1(C(=O)NS(=O)(=O)c2cccc(Cl)c2)CCN1C(=O)C1(c2ccccc2)CC1 (configuration not stated)	4	1	0.1	-8	3	0.5	-2.8	x	-8

Copied from the list:
CCHFV vOTU inh, Cn1cc(CN2CCCCC2c2ccccn2)c(-c2ccc3c(c2)OCCO3)n1 (configuration not stated) = -6
Anthrax LF inh2, CC(C)Cn1c(N)c(C(=O)COC(=O)CN2C(=O)C3CC=CCC3C2=O)c(=O)n(C)c1=O (configuration not stated) = -8

Additional compounds.
SMILES	BoNT F protease	PrPC surface inh	BoNT A protease	Anthrax LF inh2	Y pestis TopoI	TcdB GH inh	FadD28 FP inh	PfHsp40 yeast	CCHFV vOTU inh
O=C(c1ccc2c(=O)n(Cc3ccc4c(c3)OCO4)c(=S)[nH]c2c1)N1CCC2(CC1)OCCO2	-7	x	-0.7	2	6	0.9	0.8	0.7	x
CC1CN(C(C)C)C(=S)N(c2ccccc2)C1=O (configuration not stated)	-7	7	-0.4	-3	5	-6.2	-4.6	-2.0	16
COC(=O)c1c(-c2ccc(S(C)(=O)=O)cc2)sc2ccc(OC)cc12	-2	-32	0.4	-3	35	1.5	-1.4	10.0	4
CCOC(=O)C(Cc1c(F)cccc1F)(NC(C)=O)C(=O)OCC	1	5	0.1	-5	1	x	1.1	-0.5	-7
O=C(c1ccc(Cl)cc1)C1CCCN(Cc2ccc3c(c2)OCCO3)C1 (configuration not stated)	4	0	0.1	-1	15	2.1	-4.8	0.1	5
COc1ccc(Cc2nn[nH]n2)cc1	4	-2	-1.4	5	0	x	-0.8	-1.0	0
O=C(NCC(c1cccs1)N1CCOCC1)c1cc2ccccc2o1 (configuration not stated)	2	-5	-0.1	-7	8	x	-3.1	2.2	-4
NC(=O)c1ccc(NC(=O)CN2CCN(S(=O)(=O)c3ccc4c(c3)OCCO4)CC2)cc1	x	-4	x	x	0	1.4	-0.9	-0.7	2
O=C(CCCN1C(=O)/C(=C/c2ccccc2Cl)SC1=S)Nc1cccnc1	5	4	0.9	-2	32	0.3	-4.2	12	-1
COc1ccc(OC(C)C(=O)NCC2CCCO2)cc1 (configuration not stated)	-2	8	-1.1	-1	-6	-0.1	-1.8	1.0	-5
Cc1ccc([N+](=O)[O-])cc1S(=O)(=O)Nc1cccc(-c2ccc(N3CCCC3)nn2)c1	x	1	x	x	16	-5.2	-4.4	-0.9	16
CCOC(=O)N1CCN(C(=O)C2CCN(C(=O)c3ccc(C(C)(C)C)cc3)CC2)CC1	-14	-7	-0.6	-8	21	2.3	1.5	0.1	8
COc1ccc(NC(=S)N2CCN(c3ccccc3)CC2)c(OC)c1	u	9	-0.8	1	5	0.4	-1.7	-0.3	0
CCS(=O)(=O)c1ccc(OC)c(N=Nc2ccc(O)c3ncccc23)c1	-23	-3	-3.3	-9	-7	-1.1	-0.1	-0.5	1
Cc1cccc(CS(=O)(=O)Cc2ccc(C(=O)NCCCN3CCOCC3)o2)c1	-3	3	0.4	2	2	-0.4	-1.2	-0.4	10
Cc1ccccc1-n1c(-c2ccco2)n[nH]c1=S	-3	-3	0.6	-2	-5	4.8	-1.7	-1.2	-24
COc1cccc(C(=O)Nc2cnc(NC(=O)c3ccco3)cc2C)c1	-8	5	-0.3	3	-1	x	0.5	1.7	1
CCOC(=O)Nc1ccc(N2CCOCC2)c(S(=O)(=O)Nc2ccc(Cl)cc2)c1	-2	9	0.2	-1	3	1.7	-2.7	x	2
O=C(NNS(=O)(=O)c1ccc([N+](=O)[O-])cc1)c1cnn(-c2ccccc2)c1-n1cccc1	0	-5	0.4	2	8	x	-3.7	-1.0	1
Cc1cc(C(=O)N2CCN(c3ncccn3)CC2)nn1C	u	6	0.8	-13	0	0.9	-1.9	-0.8	-5
COc1ccc(OCCCn2ccnc2)cc1	u	-2	-4.3	16	4	-0.2	-1.1	-0.4	-4
O=S(=O)(Cc1c(F)cccc1Cl)c1ncn[nH]1	-6	6	-1.7	2	5	0.8	-1.9	0.3	4
CCC(CC)C(=O)Nc1cc(C)cc(C)c1	-6	0	-0.9	-3	7	x	-1.7	-0.3	6
CC(=O)c1ccccc1NC(=O)COC(=O)/C=C/c1cccs1	-14	-7	-4.3	0	-3	5.2	-2.0	-0.6	2
Cc1c(NS(=O)(=O)c2cc(C(=O)NCc3ccco3)cc(Cl)c2Cl)c(=O)n(-c2ccccc2)n1C	0	-4	-0.4	8	-2	0.9	0.4	0.8	5
Cc1cc(Cl)ccc1OCC(=O)OCC(=O)NCCNC(=O)COC(=O)COc1ccc(Cl)cc1C	-15	0	-0.4	-13	12	2.1	-2.2	-1.4	0
COC(=O)[C@@]12CCCCN1[C@H](c1ccc(SC3CCCCC3)cc1)[C@@H]1C(=O)N(C)C(=O)[C@@H]12	-1	-2	-1.0	-5	-3	0.7	0.9	-0.4	-4
O=C1NC(c2cn(-c3ccccc3)nc2-c2cccs2)C(C(=O)c2cccnc2)C(O)(C(F)(F)F)N1 (configuration not stated)	3	4	0.2	-1	0	x	-2.0	-0.4	-5
COc1ccc(NC(=O)CCS(=O)(=O)c2ccc(Br)s2)cc1	-8	0	0.5	26	-1	2.1	-3.7	-0.2	5
Cc1cc(NC(=O)c2ccccc2F)on1	3	4	0.5	-2	0	-0.6	-2.8	-0.4	1
CCCc1cc2c(=O)c(-c3nc4ccccc4s3)c(COCC(=O)O)oc2cc1O	-15	6	-1.8	2	-2	0.6	-4.5	-0.5	2
O=C1NC[C@@H](c2ccccc2)OC(=O)[C@@H](Cc2ccc(F)cc2)C/C=C\C[C@@H]1CC(=O)N(CCO)Cc1ccccc1	0	7	0.2	-5	22	-1.3	-7.0	1.7	9
CC(=O)Nc1ccc(NC(=O)CSc2nnc(NC(=O)c3ccc(Br)o3)s2)cc1	8	6	0.6	5	-4	0.4	-0.5	0.1	-8
Nc1ccc(O)cc1C(=O)OCC(=O)C12CC3CC(CC(C3)C1)C2	4	-8	1.3	-4	-13	x	4.5	0.4	-1
